From PubChem
CDK5 inh – inhibitors of human CDK5/p35 kinase, primary screen, biochemical, single concentration; Cyclin-dependent kinase 5 (Homo sapiens) + Cyclin-dependent kinase 5 activator 1 (Homo …; Recombinant CDK5/p35, ADP-Glo luminescence, 60 min; inhibition, % at 10 µM; 0.01% of 330,000 active;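 active = highest replicate inhibition of at least 50% and at least 75% of replicates reaching 50%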;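 also: plate controls were DMSO neutral control for no effect and GW8510 at 10 µM for full effect; many of its hits are not listed in these tables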
PKA-R2B act – activators of PKA-R2B holoenzyme, primary screen, biochemical, fluorescence polarization, Cy5-IP20, human. PKA-R2B holoenzyme dissociation; R2B truncated from residue 108, S112A mutant; 0% DMSO only, 100% 113 µM cGMP. activation, % at 11.4 µM. 0.079% of 340,000 active. cAMP-dependent protein kinase catalytic subunit beta (Homo sapiens) + cAMP-dependent …. AID 504700, 2011;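 active = activation above a cutoff set at the mean over all compounds plus 3 SD, cut at about 18% in these data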;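 also: higher means more holoenzyme dissociation and a rise in polarization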
NSD2 inh – NSD2 histone methyltransferase inhibitors, primary screen, biochemical, AlphaScreen, single concentration, set 2; 0.54% of 310,000 active; NSD2 peptide methylation, 120 min; inhibition, % at 12.5 µM; Histone-lysine N-methyltransferase NSD2 (Homo sapiens), O96028; in the data active = inhibition above about 50%
dFosB act – activators of delta FosB homodimer, primary screen, biochemical, fluorescence polarization, TAMRA-CDK5 oligo, single point | Protein FosB (Mus musculus), P13346 | purified delta FosB; percent of positive-control signal above neutral wells | activation, % at 25 µM | 0.99% of 340,000 active;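 active = mean activation above about 17%, with every replicate also reaching it, limit read from the data, passing the limit was not always enough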;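 also: fluorescence polarization rise as delta FosB binds a TAMRA Cdk5 AP-1 oligo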
Target sequence (P13346 whole entry, looked up): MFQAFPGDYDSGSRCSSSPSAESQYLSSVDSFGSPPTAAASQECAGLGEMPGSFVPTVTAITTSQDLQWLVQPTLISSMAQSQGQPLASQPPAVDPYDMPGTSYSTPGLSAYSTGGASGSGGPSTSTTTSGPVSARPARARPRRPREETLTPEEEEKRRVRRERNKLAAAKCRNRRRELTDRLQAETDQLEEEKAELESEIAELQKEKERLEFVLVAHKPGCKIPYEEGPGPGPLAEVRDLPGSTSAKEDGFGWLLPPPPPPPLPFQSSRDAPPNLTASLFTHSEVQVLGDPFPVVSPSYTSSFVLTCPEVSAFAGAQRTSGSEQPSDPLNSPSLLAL
SR-BI HDL uptake – inhibitors of SR-BI mediated HDL lipid uptake, primary screen, ldlA[mSR-BI] cells, fluorescence, single point. Scavenger receptor class B member 1 (Mus musculus), Q61009. ldlA[mSR-BI] CHO cells, DiI-HDL uptake fluorescence, 3 h. inhibition, % at 12.5 µM. 0.96% of 320,000 active. AID 488896, 2010;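 active = mean replicate inhibition of at least 70% and a set share of replicates each scoring 70 or more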;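 also: 0% = median of neutral control wells and 100% = median of positive control wells; values of inactives mirror those of a sister screen read the other way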
Target sequence (Q61009 whole entry, looked up): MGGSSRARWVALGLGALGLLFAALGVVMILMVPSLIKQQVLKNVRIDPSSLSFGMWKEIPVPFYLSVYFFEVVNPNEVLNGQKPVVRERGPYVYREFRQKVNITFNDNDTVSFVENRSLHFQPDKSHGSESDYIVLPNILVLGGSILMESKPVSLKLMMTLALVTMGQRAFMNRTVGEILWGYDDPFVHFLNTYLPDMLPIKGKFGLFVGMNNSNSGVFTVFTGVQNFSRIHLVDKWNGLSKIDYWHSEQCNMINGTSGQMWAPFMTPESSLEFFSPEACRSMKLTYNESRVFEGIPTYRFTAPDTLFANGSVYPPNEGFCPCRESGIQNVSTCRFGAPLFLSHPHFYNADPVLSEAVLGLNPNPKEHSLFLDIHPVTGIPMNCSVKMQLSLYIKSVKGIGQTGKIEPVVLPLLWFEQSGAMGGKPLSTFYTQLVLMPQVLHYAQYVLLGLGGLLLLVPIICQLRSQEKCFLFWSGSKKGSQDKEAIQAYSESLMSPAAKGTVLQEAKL
Mot1-301 SUMO – yeast Mot1-301 growth rescue at high temperature, primary screen, SUMOylation pathway inhibitor project, S. cerevisiae, ATP luminescence, 38.5C; S. cerevisiae Mot1-301 growth rescue; percent above DMSO median, 100 means doubled; growth rescue, % at 18.8 µM; 1% of 320,000 active; AID 2716, 2010;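 active = every valid replicate shows activation above 250% relative to neutral control wells; inactive = the rest, any valid replicate at or below 250%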;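 also: OY570 slx delta 5 strain wells were the positive control but not used for scaling; some compounds called inactive have numbers as strong as hits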
Arr AP2 block – inhibitors of beta-arrestin/AP2 binding, primary screen, biochemical, GPCR trafficking, flow cytometry. beta-arrestin 1 C-terminal peptide binding to AP2 beta2-adaptin appendage (human). FITC-arrestin peptide / GST-AP2 beads; AP2 beta2 appendage carries R879A mutation. inhibition, % at 10 µM. 0.31% of 340,000 active. AID 504490, 2011;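 active = inhibition above a set limit, near 3 SD of compounds lacking own fluorescence, cut at about 54% in these data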;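 also: plate controls were DMSO wells for no effect and 5 µM unlabelled arrestin peptide for full effect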
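test system = AP2 appendage R879A on GSH beads | buffer or medium = PBS plus Tween 20 (0.05%) and BSA (0.1%) | incubation = 12 min plus 1 h, RT | detection = bead flow cytometry, FITC channel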
Pemphigus Ab inh – inhibitors of pemphigus antibody binding to DSG3, primary screen, biochemical, bead-based, flow cytometry, scFv-GFP. 0.48% of 310,000 active. AID 588358, 2011. binding (percent of control), % at 10 µM. DSG3-coupled beads, scFv-anti-DSG3-GFP binding; hits give low values;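 active = binding more than 3 SD below its plate's average and above zero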;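 also: hits lower antibody fragment binding to DSG3; some compounds called inactive have numbers as strong as hits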
MITF act – activators of MITF-driven TRPM1 promoter reporter, primary screen, cell-based, SK-MEL-5, luciferase, single point | SK-MEL-5 TRPM1-promoter luciferase, 24 h; % of positive control, neutral wells = 0 | activation, % at 12.5 µM | 0.75% of 300,000 active | AID 588334, 2011;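 active = mean activation of at least 80% with every replicate also reaching 80%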;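 also: 0% = neutral control wells and 100% = parthenolide positive control wells; values of inactives mirror those of a sister screen read the other way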
PKA-R1A activ – activators of PKA-R1A holoenzyme, primary screen, biochemical, fluorescence polarization, Cy5-IP20, bovine R1A, mouse PKAc. PKA-R1A dissociation; scaled: DMSO 0%, 113 µM cGMP 100%. activation, % at 11.4 µM. 0.083% of 340,000 active. AID 504707, 2011;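 active = percent activation above the mean of all tested compounds plus 3 SD, cut at about 19% in these data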;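 also: higher means more PKAc released from R1A so a rise in polarization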
SR-BI uptake up – activators of SR-BI mediated DiI-HDL uptake, primary screen, ldlA[mSR-BI] CHO cells, DiI fluorescence. 3 h; 100 = double the neutral-control signal. activation, % at 12.5 µM. 0.096% of 320,000 active. AID 504775, 2011;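 active = mean replicate activation of at least 60% and every replicate at or above 60%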;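 also: 0% = median plate neutral-control signal and 100% = twice that signal; values of inactives mirror those of a sister screen read the other way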
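Test system: SR-BI-overexpressing, LDLR-lacking CHO cells; Medium: Ham's F12 with 0.5% BSA, HEPES 25 mM, pH 7.4; Schedule: 3 h, 37 °C; Technique: bottom-read fluorescence, 550/595 nm.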
An asterisk follows results filed as active; . = not tested or not shown.

SMILES	CDK5 inh	PKA-R2B act	NSD2 inh	dFosB act	SR-BI HDL uptake	Mot1-301 SUMO	Arr AP2 block	Pemphigus Ab inh	MITF act	PKA-R1A activ	SR-BI uptake up
COc1cccc(OCCCN2CCN(S(=O)(=O)c3ccc(NC(C)=O)cc3)CC2)c1	0.3	13	6	-6	-9	-16	-3	98	-3	-3	9
O=C(c1ccco1)N1CCN(Cc2ccc(Cl)cc2)CC1	-1.7	-8	1	1	.	0	1	.	12	-7	.
CCOC(=O)Nc1nn(-c2ccc(C)cc2)c(=O)c(C#N)c1C	1.6	-5	1	-7	7	-1	-4	121	-2	-4	-7
Cc1ccc(NC(=O)CSc2nc(N)c(-c3ccccc3)c(=O)[nH]2)cc1Cl	1.1	2	-2	4	-23	372	-5	96	4	3	23
CSc1ccc(S(=O)(=O)N2CCC(C(=O)NCc3ccccn3)CC2)cc1	-5.0	0	2	-7	.	2	-10	117	.	-4	.
Cc1c(NC(=O)c2ccccc2NC(=O)c2ccccc2)cccc1C(=O)O	1.9	1	-5	0	-20	-17	2	99	.	-4	20
O=Cc1cn(-c2ccccc2)nc1-c1ccccc1	0.7	2	0	-10	6	7	0	104	47	-2	-6
S=C(NCCc1ccccc1)NCc1cccc(Cl)c1	0.5	-12	-1	-15	-12	46	-11	102	22	-4	12
O=C(NCC1(N2CCCCC2)CCCCC1)c1ccc(NS(=O)(=O)c2ccccc2)cc1	0.0	7	0	0	0	3	-6	100	-2	4	0
Cc1ccc(-n2c(SCC(=O)N3CCOCC3)nc(O)cc2=O)cc1	-0.2	-7	0	-1	0	-7	3	114	-5	-6	0
CCOC(=O)c1oc2ccc(Cl)cc2c1NC(C)=O	0.0	-2	-7	-23	20	.	18	109	2	-6	-20
CC(=O)Cn1c(CN2CCCCC2)nc2ccccc2c1=O	-0.9	-6	-38	-1	-24	-5	7	95	-7	3	24
CCc1nnc(NS(=O)(=O)c2ccc(NCc3cc(Br)ccc3O)cc2)s1	-2.2	2	6	-1	-14	-11	6	104	10	-8	.
CCCn1c2ccccc2c2cnn(CC(=O)NC3CCC(C)CC3)c(=O)c21 (configuration not stated)	-0.2	9	.	-11	-8	121	19	104	-3	12	8
CCCCNC(=O)CSc1nc2ccccc2n1S(=O)(=O)c1ccc(Cl)cc1	0.3	-1	-1	-4	2	-18	-3	97	-2	9	-2
Cc1cc2oc(C(=O)N3CCN(Cc4ccccc4)CC3)c(C)c2cc1C	-1.0	0	2	-10	21	0	-13	107	.	0	-21
N/C(=N\N=C/c1ccc(Br)cc1)N/N=C\c1ccc(Br)cc1	-6.5	0	-6	1	-4	-51	2	115	5	-8	4
O=C(NCCc1cccc(C(F)(F)F)c1)C1CCC(=O)N(Cc2ccc(Cl)cc2)C1 (configuration not stated)	-5.5	-10	-5	-14	-12	-8	-7	110	8	9	12
CCN1C(=O)c2cccc3c(S(=O)(=O)N4CCNCC4)ccc1c23	-9.4	-6	-1	-2	25	-1	-5	104	-4	0	-25
CCc1ccc(Oc2nc([N+](=O)[O-])nn2C)cc1	1.1	2	-1	-8	-2	-5	-3	107	2	-3	2
COc1ccc(C(=O)Nc2c(N)nc(SCC(=O)N3CCCCCC3)[nH]c2=O)cc1OC	-0.8	4	.	-3	6	15	26	98	.	-1	-6
Cc1noc(C)c1COC(=O)CCc1nc2ccccc2s1	1.1	-4	-4	3	13	16	9	100	.	-4	-13
COC(=O)c1cc(NC(=O)CC2SC(=Nc3ccccc3)N(CCc3c[nH]c4ccccc34)C2=O)cc(C(=O)OC)c1 (configuration not stated)	1.5	-2	.	0	35	-3	-1	96	-19	-1	-35
Cc1nc2sc(C(c3ccco3)N3CCN(c4cccc(Cl)c4)CC3)c(O)n2n1 (configuration not stated)	0.1	3	6	-4	-1	-1	1	96	-7	-1	1
COc1ccc2nc(NC(=O)C3CC(=O)N(c4ccc5c(c4)OCCO5)C3)sc2c1 (configuration not stated)	0.3	2	2	-11	24	.	-14	93	9	-1	-24
COc1cc2c(cc1O)[C@@H]1Cc3cc(OC)c(OC)cc3C(C2)N1C	-0.4	-10	.	1	-24	-1	4	106	2	0	24
CN1CCN(c2ccc(NC(=O)c3ccccc3Br)cc2)CC1	0.1	-3	.	4	3	65	-1	.	64	-1	-3
CCOC(=O)Cc1cc(=O)n2[nH]c(C)c(-c3ccc(Cl)cc3)c2n1	3.3	-2	3	-4	-6	246	-10	103	-15	-4	6
CCOc1ccc(S(=O)(=O)N2CCOCC2)cc1NC(=O)CN1C(=O)NC(C)(c2ccc(C)cc2)C1=O (configuration not stated)	-0.5	4	1	-15	-29	.	-1	101	1	-6	29
C[C@@]12C(=O)Nc3cc(F)c(F)cc3C(=O)N1[C@H]1c3ccccc3OC[C@@H]1[C@@H]2c1ccccc1	-0.8	2	.	-4	-7	.	-5	95	3	3	7
O=C(/C=C/c1ccco1)NC(=S)Nc1cccc([N+](=O)[O-])c1	-2.5	0	2	-17	-14	-6	7	107	5	11	14
COc1ccc(C(=O)NCc2ccc(Cl)c(Cl)c2)cc1OC	3.3	2	0	1	10	-9	-11	103	4	2	-10
Cc1ccc(C(C)C)c(OCCCNCc2cccnc2)c1	-3.4	3	-2	1	4	-6	-9	105	-13	16	-4
CCn1c(CNc2cccc(Cl)c2)nnc1SCc1ccccc1	-10	-5	-2	0	36	17	-4	103	5	-4	-36
COCCNC(=O)/C(C#N)=C/c1c(N2CCN(c3ccccc3)CC2)nc2ccccn2c1=O	0.2	9	12	-12	-7	-1	-3	100	24	-9	7
Cc1ccc(Cn2c(=O)c3ccccc3n3nc(C)cc23)cc1	-1.6	-4	0	-5	-9	-17	21	115	-8	3	9
Cc1ccc(S(=O)(=O)N2CCCC2C(=O)Oc2ccccc2)cc1 (configuration not stated)	-2.5	-6	-4	4	6	6	-3	.	.	0	-6
CCOc1cc(NC(=O)c2ccco2)c(OCC)cc1NC(=O)COc1ccccc1	2.1	-3	0	-5	81*	112	-5	96	-2	0	-81
COc1ccc(/C=C2/N=C(c3cccs3)OC2=O)cc1OC(C)C	0.7	-6	.	-6	-15	892*	11	92	10	10	15
O=C(O)CCC(=O)c1cccc2ccccc12	0.0	-12	-1	8	-7	13	-6	106	5	1	7
Cc1ccc(N(CC(=O)NC2CCC(C)CC2)S(=O)(=O)c2cccnc2)cc1 (configuration not stated)	0.4	2	.	-16	-50	32	3	105	.	-5	50
Cc1cccc(NC(=O)CSCC(=O)Nc2cccc3ncccc23)c1	0.7	7	0	2	0	58	17	107	-5	4	0
Clc1ccc(-c2csc(-c3ccncc3)n2)cc1	0.3	-4	-3	-9	22	96	5	98	33	0	-22
O=C(NCc1ccccn1)C1CCCN(S(=O)(=O)c2ccc(Br)cc2)C1 (configuration not stated)	1.3	-8	-2	4	-8	9	-3	104	-1	-8	8
Cc1cccc(C(=O)N[C@H](C(=O)Nc2ccc(C)c(S(=O)(=O)N3CCOCC3)c2)C(C)C)c1	-0.3	-7	-3	0	19	-1	5	120	-7	-8	-19
COc1ccc(CCNC(=O)C2CC(=O)N(CCc3ccc(C)cc3)C2)cc1OC (configuration not stated)	1.6	-2	-1	-4	20	.	-1	100	6	-6	-20
COc1ccccc1NC(=O)c1ccc[n+]([O-])c1	-0.1	-15	-2	3	-22	48	15	104	1	2	22
Cc1[nH]c2ccccc2c1CC#N	-1.0	4	-2	4	15	-35	37	116	.	-1	-15

Compound profiles, from the list above.
Cc1nc2sc(C(c3ccco3)N3CCN(c4cccc(Cl)c4)CC3)c(O)n2n1 (configuration not stated) is listed with CDK5 inh = 0.1; PKA-R2B act = 3; NSD2 inh = 6; dFosB act = -4; SR-BI HDL uptake = -1; Mot1-301 SUMO = -1; Arr AP2 block = 1; Pemphigus Ab inh = 96; MITF act = -7; PKA-R1A activ = -1; SR-BI uptake up = 1
CSc1ccc(S(=O)(=O)N2CCC(C(=O)NCc3ccccn3)CC2)cc1 is listed with CDK5 inh = -5.0; PKA-R2B act = 0; NSD2 inh = 2; dFosB act = -7; SR-BI HDL uptake = .; Mot1-301 SUMO = 2; Arr AP2 block = -10; Pemphigus Ab inh = 117; MITF act = .; PKA-R1A activ = -4; SR-BI uptake up = .

The results go on.
SMILES	CDK5 inh	PKA-R2B act	NSD2 inh	dFosB act	SR-BI HDL uptake	Mot1-301 SUMO	Arr AP2 block	Pemphigus Ab inh	MITF act	PKA-R1A activ	SR-BI uptake up
CC1CCN(C(=O)C2CCN(S(=O)(=O)c3cccs3)CC2)CC1	-0.9	-2	-4	-5	-15	281	19	.	20	-5	15
NC(=O)Cn1cnc2nc3n(c2c1=O)CCC3	2.1	5	.	-3	15	0	3	91	-3	-6	-15
COc1ccc(C(=O)/C=C/C(=O)N(CC(=O)NCCC(C)C)Cc2cccs2)c(O)c1	3.6	7	2	-6	56	.	14	104	-84	-9	-56
CC(NC(=O)c1ccc(F)cc1F)C1CC2CCC1C2 (configuration not stated)	1.8	1	1	-10	-8	-11	0	.	-2	6	8
Cc1cc(=O)[nH]c(-n2ncc(C#N)c2N)n1	-0.1	-1	0	-3	-8	-3	35	94	2	0	8
CCOc1cc(/C=C2/SC(=S)N(CC3CCCO3)C2=O)ccc1O (configuration not stated)	0.7	-7	0	0	33	-13	23	91	20	-2	-33
C=CCOc1ccc(Br)cc1CNC(C)(C)C	0.2	6	26	-1	1	10	.	86	-10	6	-1
COc1ccccc1N1CCN(/N=C/c2ccccc2C(=O)O)CC1	-1.2	5	0	1	21	-8	0	86	2	-7	-21
CCOC(=O)CN1C(=O)S/C(=C/c2ccco2)C1=O	0.7	3	10	-9	5	-2	-3	118	-6	-10	-5
